Screens from PubChem.
TGFb SMAD3 inh – TGF-b pathway inhibition; HepG2 CAGA-GFP TGF-b/SMAD3 reporter, GFP fluorescence, 18 h; TGF-beta stimulated, 500 pg/mL final; actives 1.2% (n = 410,000); Potency, µM (highest dose often 46.1 µM), inactives show top-dose activity, negative = inhibition, usual class: inhibitors; further: potency means the concentration at half of the fitted maximal effect; on the % scale 0 is the no-effect control and ±100 the full control effect; nearly all actives have a fitted effect of over 65% in size
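HEPG2 CAGA-GFP cells (1000/well, DMEM with 1% FBS) were pre-incubated 2 h at 37 degrees C, given compound by pin tool, then stimulated with TGF-beta at 500 pg/mL final for 18 h before per-cell GFP fluorescence imaging.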
ATXN2 expr inh – reduces ATXN2 reporter expression in HEK-293 cells. HEK-293 ATXN2-luciferase reporter, luminescence, 24 h. Potency, µM (doses to about 57 µM), for inactives: top-dose activity change, negative = inhibition, actives largely listed as inhibitors. actives 0.72% (n = 360,000); further: potency means the concentration at half of the fitted maximal effect; on the % scale 0 is the no-effect control and ±100 the full control effect; nearly all actives have a fitted effect of over 55% in size
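qHTS (up to 57 uM final) was run with 24 h compound exposure of reporter cells at 37 °C. Each well was multiplexed: SteadyGlo luminescence measured ATXN2-luciferase expression after a fluorogenic Gly-Phe-AFC viability readout (25 uM final).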
EPAC2 agonist – activates human EPAC2 exchange factor | EPAC2 activation, biochemical qHTS; response scale: 100% = 6.5 mM cAMP response | actives 0.079% (n = 360,000) | Potency, µM (top dose mostly 154 µM), for the others: at the highest dose activation, hits mostly activators | Q8WZA2; further: potency means the concentration at half of the fitted maximal effect; nearly all actives have a fitted effect of over 50% in size
Target sequence (Q8WZA2 whole entry, looked up): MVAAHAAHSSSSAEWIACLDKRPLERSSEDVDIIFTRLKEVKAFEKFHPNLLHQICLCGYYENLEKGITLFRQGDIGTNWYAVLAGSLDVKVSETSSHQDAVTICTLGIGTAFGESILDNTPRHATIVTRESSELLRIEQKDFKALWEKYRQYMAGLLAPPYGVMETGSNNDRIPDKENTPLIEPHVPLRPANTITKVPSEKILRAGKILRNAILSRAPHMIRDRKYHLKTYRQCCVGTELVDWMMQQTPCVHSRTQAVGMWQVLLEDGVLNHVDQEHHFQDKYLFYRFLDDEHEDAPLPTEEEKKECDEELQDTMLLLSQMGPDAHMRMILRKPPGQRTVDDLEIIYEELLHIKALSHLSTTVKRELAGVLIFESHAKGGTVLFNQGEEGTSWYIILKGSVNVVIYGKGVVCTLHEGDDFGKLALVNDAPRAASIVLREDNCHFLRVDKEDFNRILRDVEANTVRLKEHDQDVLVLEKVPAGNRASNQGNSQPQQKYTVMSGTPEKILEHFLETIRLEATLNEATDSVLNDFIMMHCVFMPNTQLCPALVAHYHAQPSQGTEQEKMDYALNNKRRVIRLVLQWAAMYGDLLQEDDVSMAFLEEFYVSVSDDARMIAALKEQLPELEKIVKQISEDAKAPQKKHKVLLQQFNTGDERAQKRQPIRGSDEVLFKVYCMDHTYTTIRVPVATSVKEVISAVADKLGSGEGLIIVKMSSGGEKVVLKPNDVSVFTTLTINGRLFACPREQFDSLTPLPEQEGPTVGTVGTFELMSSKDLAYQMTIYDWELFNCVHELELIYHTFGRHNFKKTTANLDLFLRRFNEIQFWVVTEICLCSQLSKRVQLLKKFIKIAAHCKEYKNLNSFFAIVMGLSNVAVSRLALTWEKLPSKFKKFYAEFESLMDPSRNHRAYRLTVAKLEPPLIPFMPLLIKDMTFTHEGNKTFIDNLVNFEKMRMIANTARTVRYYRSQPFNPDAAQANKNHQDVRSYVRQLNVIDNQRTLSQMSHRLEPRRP
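Guanine nucleotide exchange by EPAC2 is measured as reduced fluorescence of BODIPY-GDP once it is released from 250 nM Rap1B. Plates are read kinetically for 30 min at room temperature; results are scaled to 6.5 mM cAMP.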
Nrf2 ARE act – activators of Nrf2 (ARE) signaling | AREc32 ARE-luciferase reporter (MCF7-derived line), luminescence, 24 h | Potency, µM (titrated, usually from 46.1 µM), inactives show top-dose activation, most hits filed as activators | actives 0.31% (n = 410,000) | AID 624171; further: potency means the concentration at half of the fitted maximal effect; % of control where 0% means no effect; nearly all actives have a fitted effect of over 65% in size
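Each well held 1000 AREc32 cells, which were incubated with compound for 24 hr at 37 deg C after overnight attachment, and ARE reporter activity was quantified by firefly luciferase luminescence.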
A549 viability – kills or reduces viability of A549 cells in Nrf2 counter-screen. A549 ARE-Fluc cells, CellTiter-Fluor viability, 18-24 h. Potency, µM (highest dose often 46 µM), for the others: at the highest dose activity change, negative = cytotoxicity, most hits filed as inhibitors. actives 0.16% (n = 390,000). AID 504648; further: potency means the concentration at half of the fitted maximal effect; on the % scale 0 is the no-effect control and ±100 the full control effect
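A549 ARE_Fluc cells in 5% FBS OPTI-MEM were exposed to compounds in concentration-response for 18-24 h at 37 deg C. Viability was read by CellTiter-Fluor fluorescence (Ex 405/Em 525) after 30 min, before the luciferase read.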
Nrf2 inh – Nrf2 pathway inhibition. A549 ARE-Fluc reporter, luciferase luminescence, 18-24 h. Potency, µM (doses to about 46 µM), without a hit: top-dose activity change, negative = inhibition, actives largely listed as inhibitors. actives 2.1% (n = 360,000); further: potency means the concentration at half of the fitted maximal effect; on the % scale 0 is the no-effect control and ±100 the full control effect; nearly all actives have a fitted effect of over 60% in size
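Two sequential reads on A549 ARE_Fluc cells exposed to compound for 18-24 h: a CellTiter-Fluor fluorescence read for viability, then a luciferase luminescence read for Nrf2/ARE activity.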
HepG2 tox – counter-screen for TGF-b inhibitors: cytotoxicity in HepG2 cells | HepG2 CAGA-GFP viability, ATP luminescence, 18 h | Potency, µM (series often up to 46.1 µM), without a hit: top-dose activity change, negative = cytotoxicity, actives largely listed as cytotoxic | actives 0.76% (n = 410,000) | AID 588856; further: potency means the concentration at half of the fitted maximal effect; some results filed as inactive show a strong effect at the top dose
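HepG2 CAGA-GFP cells (1000/well, DMEM with 1% FBS) received compound, then TGF-beta at 500 pg/mL final, and were incubated 18 hours at 37 degrees C. Viability was read by CellTiter-Glo luminescence. Media-only wells were set as complete cell-killing and DMSO as no toxicity.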
IL-2 act – activators of IL-2. IL-2 activation reporter assay, cell-based qHTS; stimulated with anti-CD3/CD4/CD28 beads; in transgenic mouse T cells. activation, % (series mostly up to about 46 µM). actives 0.065% (n = 360,000). AID 652025; in the data active means activation above about 50%; inconclusive means mostly about 30% to 49%; further: 0% is about no effect
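Quantitative HTS in unstimulated transgenic mouse T cells, with memory T cells as non-tolerant control and PMA/ionomycin as tolerance-bypass control. Compound pretreatment lasted 60 minutes before 18 h bead stimulation; EGFP/DsRed fluorescence read.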
S2 tox – reduces viability in counter-screen for ATXN expression inhibitors; S2 cells (HEK-293 line with an ATXN2-luciferase reporter) viability, CellTiter-Fluor protease fluorescence, 24 h; Potency, µM (titrated, usually from 56.7 µM), actives largely listed as cytotoxic; actives 0.49% (n = 400,000); further: potency means the concentration at half of the fitted maximal effect; nearly all actives have a fitted effect of over 40% in size
* hit, by the source's call; i = inactive; ? = inconclusive; / = not tested or not shown; [ ] = remark or other dose. Unless noted, the call rests on the fitted dose curve; in most records, active means well fitted curve in the direction sought with a large enough effect; inconclusive means small, poorly fitted or top-dose-only effect, or another doubt; inactive means no such curve, though single readings can be large; an effect the other way counts as inactive or inconclusive.

Screens in order – TGFb SMAD3 inh | ATXN2 expr inh | EPAC2 agonist | Nrf2 ARE act | A549 viability | Nrf2 inh | HepG2 tox | IL-2 act | S2 tox
[1] Cc1c(C(=O)Oc2ccc(F)cc2)sc2ncn(Cc3cccc(F)c3)c(=O)c12
    13% | -8% | -11% | 0.1% | 2% | 3% | 5% | -0.3 | i
[2] Cc1ccccc1C=Nc1ccccc1C(N)=O
    ? | -4% | 7% | -0.3% | -1% | -8% | 4% | 1.7 | i
[3] NNc1nc(-c2ccccc2)c2ccccc2n1
    8% | -16% | 2% | 0.6% | 0% | -6% | -23% | -5.0 | /
[4] Cc1cc(C)cc(NC(=O)Nc2ccc(NC(=O)c3ccccc3O)cc2)c1
    ? | -14% | -3% | 5.4% | -14% | 1% | -49% | 0.2 | i
[5] CCOc1ccc(-c2nnc(SCC(=O)N(CC)c3cccc(C)c3)o2)cc1
    -18% | 8% | / | -0.4% | 11% | -2% | -13% | / | i
[6] COCc1nc2ccccc2n1Cc1ccccc1
    -4% | -32% | -1% | -0.3% | 0% | 11% | -1% | -3.9 | i
[7] O=C(O)CCC(=O)Nc1nc2ccccc2s1
    2% | -7% | 7% | -0.7% | 1% | 9% | -23% | 0.4 | i
[8] Cc1ccc(NC(=O)COC(=O)CSCC(=O)Nc2cc(C)on2)c(C)c1
    10% | -1% | 1% | -0.5% | -3% | 18% | -15% | -0.8 | i
[9] O=C(COC(=O)c1ccccc1Oc1ccccc1)NCc1ccco1
    5% | -5% | 5% | 11% | -4% | 13% | -3% | -3.3 | i
[10] COc1cccc(/C=C/C(=O)OCC(=O)Nc2ccc(Cl)c(S(=O)(=O)N(C)C)c2)c1
    9% | 0% | 9% | 2.7% | -7% | -7% | 12% | -0.8 | i
[11] O=C(Cn1nc(-c2cccc(Cl)c2)ccc1=O)Nc1ccc(C(=O)NC2CC2)cc1
    12% | -9% | -10% | -0.3% | -3% | -7% | 12% | 0.9 | i
[12] Cc1c(/C=N/NC(=O)c2ccc(O)cc2)c2ccccn2c1C(=O)c1ccc(F)cc1
    -15% | -30% | -6% | 3.5% | ? | ? | 3% | -0.6 | ?
[13] COc1ccccc1Cn1c(CNS(=O)(=O)c2ccccc2Cl)nc2cccnc21
    -21% | / | / | 3.4% | -4% | / | -28% | / | /
[14] CCCCC1Cc2[nH]c(=S)[nH]c(=O)c2C(c2cccc3ccccc23)O1 (stereo not given)
    / | 14% | -3% | 12% | / | / | / | -0.2 | ?
[15] CCCN(C(=O)c1nn(-c2ccc(OC)cc2)c(=O)c2c1c1ccccc1n2C)c1ccc(CC)cc1
    2% | 4% | / | 0.4% | 5% | 13% | 4% | / | i
[16] CC(C)OC(=O)/C(C#N)=C\c1cccnc1
    -7% | / | 5% | -1.0% | 1% | 0% | -17% | -0.7 | i
[17] Cc1cc(C)cc(NS(=O)(=O)c2ccc3[nH]c(=O)ccc3c2)c1
    -12% | 8% | 1% | -0.2% | 1% | 9% | -31% | -2.5 | i
[18] N#C/C(=C\c1ccccc1C(=O)O)c1nc2ccccc2[nH]1
    0% | -6% | 25% | 6.3% | 2% | ? | -44% | -2.6 | /
[19] COc1cc(CNCc2ccc(Br)cc2)cc(OC)c1
    -25% | / | 8% | 3.2% | 7% | -28% | -36% | -0.5 | i
[20] CC1Oc2ccccc2OC1(O)c1ccccn1 (stereo not given)
    0% | -7% | -3% | 0.4% | 0% | -1% | 4% | 0.3 | i

Sorted by length of the SMILES (ascending): part of the list above
Screens in order – TGFb SMAD3 inh | ATXN2 expr inh | EPAC2 agonist | Nrf2 ARE act | A549 viability | Nrf2 inh | HepG2 tox | IL-2 act | S2 tox
[13] COc1ccccc1Cn1c(CNS(=O)(=O)c2ccccc2Cl)nc2cccnc21
    -21% | / | / | 3.4% | -4% | / | -28% | / | /
[14] CCCCC1Cc2[nH]c(=S)[nH]c(=O)c2C(c2cccc3ccccc23)O1 (stereo not given)
    / | 14% | -3% | 12% | / | / | / | -0.2 | ?
[15] CCCN(C(=O)c1nn(-c2ccc(OC)cc2)c(=O)c2c1c1ccccc1n2C)c1ccc(CC)cc1
    2% | 4% | / | 0.4% | 5% | 13% | 4% | / | i

Carrying on.
Screens in order – TGFb SMAD3 inh | ATXN2 expr inh | EPAC2 agonist | Nrf2 ARE act | A549 viability | Nrf2 inh | HepG2 tox | IL-2 act | S2 tox
[21] CCSc1ccc(NC(=O)c2cccnc2)cc1
    -3% | 44%[activator] | -2% | 0.9% | 12% | 20% | -5% | 1.3 | i
[22] COc1ccc(NC(=O)c2cncc(Br)c2)cc1S(N)(=O)=O
    ? | 1% | -6% | 5.3% | 1% | ? | 0% | 1.3 | i
[23] CNC(=O)N(O)C1N(/N=C/c2cc(Br)ccc2O)C(=S)SC1(C)C (stereo not given)
    ? | / | 12% | 7.0% | 1% | -4% | -36% | -0.7 | i
[24] Cc1ccccc1NC(=O)c1cccc(Cn2cc(Br)c([N+](=O)[O-])n2)c1
    4% | -13% | 13% | 1.8% | -4% | -2% | -2% | -2.2 | i
[25] CCOc1ccccc1Oc1c(C)oc2c(CN3CCN(CCO)CC3)c(O)ccc2c1=O
    -13% | -19% | 7% | 1.2% | -1% | -7% | -10% | -0.5 | i
[26] COc1ccc(C(=O)N(C)Cc2ccc(C)o2)cc1OC1CCN(C(C)C)CC1
    -1% | -1% | 5% | 0.6% | 2% | 21% | -2% | -2.2 | i
[27] Cc1ccc(C2CC(c3ccc(NS(C)(=O)=O)cc3)=NN2C(=O)c2ccco2)cc1 (stereo not given)
    2% | -12% | 3% | 4.7% | -15% | -30% | 8% | -2.3 | i
[28] COc1ccc(C(=O)c2cnc3ccc(C)cc3c2S(=O)(=O)c2ccccc2)cc1
    10% | ? | / | ? | -11% | ? | -14% | / | ?
[29] Cc1ccc(NC(=S)NC(=O)C2CCCCC2)c(Br)c1
    0% | 40%[activator] | 4% | 5.7% | 5% | ? | -6% | -0.2 | i
[30] Cn1nnc(NC(=O)/C=C/c2ccco2)n1
    ? | 0% | 8% | ? | 1% | 5% | -38% | -2.9 | i
[31] O=C(NCc1ccccn1)c1ccc(/C=N/O)nc1
    44%[activator] | -7% | 16% | 5.3% | -5% | / | 8% | -0.8 | i
[32] CC(=O)Nc1cc2c3ccccc3n(C)c2cc1[N+](=O)[O-]
    0% | -13% | 15% | 5.5% | -15% | -5% | -18% | -0.5 | i
[33] O=C(c1cccc([N+](=O)[O-])c1)N1CCN(S(=O)(=O)/C=C/c2ccccc2)CC1
    ? | 0% | 5% | 6.2% | 0% | -12% | 2% | -0.1 | i
[34] O=C1CC(SC(=Nc2ccccc2)Nc2ccccc2)C(=O)N1c1ccc(Cl)c(Cl)c1 (stereo not given)
    0% | -35% | 12% | 6.7% | -21% | ? | -5% | -2.9 | i
[35] Cc1ccc(CSc2nc3cccnc3n2Cc2nc(-c3ccccc3F)oc2C)cc1
    ? | / | / | 0.2% | -21% | ? | -46% | / | /
[36] COc1ccc(NC(=O)Cn2c(=O)c(-c3cc(C)ccc3NC(C)=O)nc3ccccc32)c(OC)c1
    2% | / | / | -1.0% | 11% | 2% | 0% | / | /
[37] OCCN(/C=N/c1nc(-c2ccc(Br)cc2)cs1)CCO
    ? | 75%[activator] | 0% | 5.2% | ? | ? | 2% | 0.5 | i
[38] Cn1cccc1/C=N/N1CCN(c2ccccn2)CC1
    -1% | 15% | -1% | 2.2% | -3% | -14% | 9% | -2.9 | ?
[39] COc1ccc(C)cc1S(=O)(=O)N(C)CC(=O)N1CCN(C)CC1
    18% | 5% | 6% | -1.3% | 0% | 9% | 7% | 3.3 | i
[40] COc1ccc(CNC(=O)Cn2ncn3nc(-c4cccs4)cc3c2=O)cc1
    -17% | -14% | / | 0.4% | -2% | 2% | -1% | / | ?

New compounds follow
Screens in order – TGFb SMAD3 inh | ATXN2 expr inh | EPAC2 agonist | Nrf2 ARE act | A549 viability | Nrf2 inh | HepG2 tox | IL-2 act | S2 tox
[41] Cc1ccc(CNC(=O)c2c(-c3ccc(F)cc3F)noc2C)o1
    -8% | 3% | / | 1.0% | 18% | / | -17% | / | i
[42] CCC1CCCCN1C(=S)Nc1cccc(S(=O)(=O)N(C)C)c1 (stereo not given)
    46%[activator] | -13% | 11% | 4.5% | -1% | ? | 16% | -0.9 | i
[43] COc1ccc2c(c1)[nH]c1c(Cl)ncnc12
    10% | 18% | 10% | 3.6% | -4% | 1% | 4% | -2.8 | i
[44] FC(F)(F)COc1nc(N/N=C/c2cccnc2)nc(N2CCCCC2c2ccccn2)n1 (stereo not given)
    2% | -15% | -2% | 0.2% | -15% | -13% | -22% | 0.4 | ?

Reprinted at random: 2 records from the list, in no set order.
Screens in order – TGFb SMAD3 inh | ATXN2 expr inh | EPAC2 agonist | Nrf2 ARE act | A549 viability | Nrf2 inh | HepG2 tox | IL-2 act | S2 tox
[25] CCOc1ccccc1Oc1c(C)oc2c(CN3CCN(CCO)CC3)c(O)ccc2c1=O
    -13% | -19% | 7% | 1.2% | -1% | -7% | -10% | -0.5 | i
[4] Cc1cc(C)cc(NC(=O)Nc2ccc(NC(=O)c3ccccc3O)cc2)c1
    ? | -14% | -3% | 5.4% | -14% | 1% | -49% | 0.2 | i

Values in list order from the list.
S2 tox, compounds 41 to 44, in order: i, i, i, ?
